PI4K2A inh = PI4K2A (human) kinase inhibition | activity change, negative = inhibition, % at 76.9 µM | Q9BTU6 | purified PI4K2A, ADP-Glo luminescence, 1 h; stronger effect = lower value | 420,000 tested, 0.13% active | AID 1346378; in the data active = activity change below about -50%; inconclusive = mostly about -30% to -49%;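 note: -100% = wells without enzyme as full effect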
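PI4K2A activity was measured by ADP-Glo luminescence: enzyme (4 ug/mL stock) and phosphatidylinositol (1.2 mM stock) in Tris pH 7.5/MgCl2/EGTA/Triton X-100 buffer were reacted with ATP (300 microM stock) for one hour at ambient temperature.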
BAZ2B inh = inhibitors of human BAZ2B bromodomain; 360,000 tested, 4.4% active; Potency, µM (series often up to 114 µM), for the others: top-dose activity change, negative = inhibition, usual class: inhibitors; AlphaScreen BAZ2B-H3K14Ac peptide displacement; note: potency is the fitted concentration of half-maximal effect; % is set by controls: 0 for no effect and ±100 for the full control effect; nearly all actives have a fitted effect of over 60% in size
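Protein-peptide AlphaScreen: BAZ2B 50 nM, b-H3K14Ac 50 nM, 1x PBS pH 7.4 + 0.01% Tween-20. Preincubation 30 min RT; cpd 30 min RT (top 110 uM); beads 20 min RT, light-protected.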
ERG-DNA inh = blocks human ERG Ets domain binding to DNA | fluorescence polarization, His-ERG Ets domain / labelled DNA | 370,000 tested, 0.028% active | Potency, µM (highest dose often 76.9 µM), for inactives: top-dose FP activity, negative = inhibition, actives largely listed as inhibitors | P11308; active = well fitted inhibition curve with a large enough effect in the polarisation, with a control signal flat; inconclusive = small, poorly fitted or top-dose-only effect, or effect the other way, or a change in a side signal; inactive = no such curve, though single readings can be large or run the other way; the % refers to the polarisation;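 note: polarization taken with two DNA probes labelled with fluorescein and Texas red; potency is the fitted concentration of half-maximal effect; % of control where 0% means no effect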
Target sequence (P11308 whole entry, looked up, the tested form may be a part): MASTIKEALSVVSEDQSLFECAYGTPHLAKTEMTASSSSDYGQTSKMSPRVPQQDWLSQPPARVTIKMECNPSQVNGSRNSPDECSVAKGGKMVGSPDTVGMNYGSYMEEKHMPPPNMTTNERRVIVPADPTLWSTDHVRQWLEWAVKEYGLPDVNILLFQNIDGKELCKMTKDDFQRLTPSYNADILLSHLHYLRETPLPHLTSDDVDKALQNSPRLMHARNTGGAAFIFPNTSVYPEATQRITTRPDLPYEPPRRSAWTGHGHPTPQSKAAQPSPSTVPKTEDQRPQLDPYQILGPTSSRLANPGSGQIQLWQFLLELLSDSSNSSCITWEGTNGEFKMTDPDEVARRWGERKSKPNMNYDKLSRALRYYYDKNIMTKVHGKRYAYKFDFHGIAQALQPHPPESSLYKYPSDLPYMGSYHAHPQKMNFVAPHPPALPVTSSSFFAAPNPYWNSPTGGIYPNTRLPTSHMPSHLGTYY
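His-tagged ERG Ets domain (1 uM in the protein solution; 300mM KCl, 50mM Tris-HCl, 1mM EDTA, 1mM DTT, pH 7.5) received compound, then a probe mix of 5 nM fluorescein-DNA and 100nM Texas-615-DNA. Fluorescence polarization was read for both dyes.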
Pin1 inh = blocks the human prolyl isomerase Pin1; AID 504891; Potency, µM (top dose mostly 115 µM), for the others: at the top dose activity, negative = inhibition, hits mostly inhibitors; 390,000 tested, 0.009% active; Pin1 FP peptide displacement, HiFluor488, 10 min; active = well fitted inhibition curve with a large enough effect in the polarisation, with a control signal flat, not every such curve was filed as active; inconclusive = small, poorly fitted or top-dose-only effect, or effect the other way, or a change in a side signal; inactive = no such curve, though single readings can be large or run the other way; the % refers to the polarisation; note: potency is the fitted concentration of half-maximal effect; % is set by controls: 0 for no effect and ±100 for the full control effect
GLS inh = inhibitors of human glutaminase (GLS). GLS enzymatic activity, qHTS titration. Potency, µM (doses to about 45.5 µM), without a hit: at the top dose activity change, negative = inhibition, most hits filed as inhibitors. 410,000 tested, 0.21% active; note: potency is the fitted concentration of half-maximal effect; % is set by controls: 0 for no effect and ±100 for the full control effect
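hKGA in 45 mM KH2PO4 pH 8.2, 0.02% Tween-20 with pin-transferred compounds; 1 mM L-glutamine (stock) plus glutamate oxidase/HRP/Amplex Red coupling added. Fluorescence read initially and after 30 min at RT.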
HP1b binding inh = blocks HP1-beta chromodomain binding to methylated histone tails; Potency, µM (titrated, usually from 114 µM), for inactives: at the top dose activity change, negative = inhibition, most hits filed as inhibitors; P83916; 390,000 tested, 0.56% active; AID 540317; AlphaScreen HP1-beta / biotin-H3K9me3 peptide binding; note: potency is the fitted concentration of half-maximal effect; nearly all actives have a fitted effect of over 70% in size; inactives centre near 23
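HP1-beta protein (50 nM final) preincubated 30 min at room temperature with biotinylated H3(1-18)K9me3 peptide (50 nM) in PBS pH 7.4, 0.01% Tween-20, then compound added for 30 min. AlphaScreen streptavidin donor/nickel chelate acceptor beads (10 ug/mL final), 30 min dark, luminescence read.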
JMJD2A Tudor = blocks the human JMJD2A Tudor domain; 390,000 tested, 4.4% active; Potency, µM (highest dose often 114 µM), for inactives: top-dose activity change, negative = inhibition, hits mostly inhibitors; O75164; AID 504339; AlphaScreen JMJD2A-Tudor / H3K4me3 peptide binding; note: potency is the fitted concentration of half-maximal effect; % is set by controls: 0 for no effect and ±100 for the full control effect; nearly all actives have a fitted effect of over 50% in size
G9a block = blocks human histone lysine methyltransferase G9a. G9a H3K9 monomethylation, AlphaScreen, 2 h. Potency, µM (highest dose often 102 µM), for the others: at the top dose activity, negative = inhibition, most hits filed as inhibitors. 350,000 tested, 8.8% active. AID 504332; note: potency is the fitted concentration of half-maximal effect; % is set by controls: 0 for no effect and ±100 for the full control effect; nearly all actives have a fitted effect of over 75% in size
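Enzyme 20 nM + cpd, 15 min RT; add b-H3K9 pep 500 nM / SAM 20 uM; 2 h RT; anti-H3K9me1 Ab 0.5 ug/mL + SA donor / anti-rabbit acceptor beads 20 ug/mL each, 10 min; AlphaScreen read.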
PGK inhibitor = inhibitors of T. brucei phosphoglycerate kinase | PGK/GAPDH coupled, Kinase-Glo luminescence, 60 min | P07378 | 380,000 tested, 0.043% active | Potency, µM (titrated, usually from 57.5 µM), for inactives: at the top dose activity change, negative = inhibition, most hits filed as inhibitors; note: potency is the fitted concentration of half-maximal effect; % is set by controls: 0 for no effect and ±100 for the full control effect; nearly all actives have a fitted effect of over 60% in size
Target sequence (P07378 whole entry, looked up): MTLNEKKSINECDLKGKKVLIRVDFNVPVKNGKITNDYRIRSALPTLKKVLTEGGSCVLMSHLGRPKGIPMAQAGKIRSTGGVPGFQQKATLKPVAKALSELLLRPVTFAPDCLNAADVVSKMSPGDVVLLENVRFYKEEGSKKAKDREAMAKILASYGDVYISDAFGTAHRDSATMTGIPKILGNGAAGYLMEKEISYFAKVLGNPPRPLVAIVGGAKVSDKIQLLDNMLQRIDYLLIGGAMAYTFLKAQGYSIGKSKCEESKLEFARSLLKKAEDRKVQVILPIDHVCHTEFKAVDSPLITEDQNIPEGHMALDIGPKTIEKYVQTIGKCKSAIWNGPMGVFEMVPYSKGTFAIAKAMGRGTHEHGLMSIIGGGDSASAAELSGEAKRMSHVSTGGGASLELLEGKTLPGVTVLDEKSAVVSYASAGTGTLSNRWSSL
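Luminescent ATP detection (Kinase-Glo Plus) follows a 60-minute room-temperature incubation, with wells lacking PGK as controls. Buffer: 100 mM TEA (pH 7.6), 5 mM MgCl2, 0.01% Tween-20. Coupling enzyme GAPDH (100 nM final) supplies unstable 1,3-BPG in-well.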
The depositor's hits bear a star; i = inactive; ? = inconclusive; . = no result given; [ ] = dose if it differs, or a comment. Unless noted, calls come from the whole dose curve; as a rule, active = well fitted curve in the direction sought with a large enough effect; inconclusive = small, poorly fitted or top-dose-only effect, or another doubt; inactive = no such curve, though single readings can be large; an effect the other way counts as inactive or inconclusive.

cpd	GLS inh	PI4K2A inh	G9a block	PGK inhibitor	Pin1 inh	BAZ2B inh	JMJD2A Tudor	ERG-DNA inh	HP1b binding inh	mol
1	2%	0	?	5%	2%	-17%	-14%	6%	26%	Cn1c(N)c(C(=O)COC(=O)c2ccnc3ccccc23)c(=O)n(C)c1=O
2	10%	-2	18%[59 µM]	-3%	1%	1%	-22%[57.1 µM]	?	22%	Cc1ccc(NC(=O)C(=O)NCCN2CCN(C(=S)Nc3ccccc3)CC2)cc1
3	-15%	9	.	i	-3%	.	-8%	-2%	23%	CN1CCC(N(C)C(=O)c2cccc(S(=O)(=O)N3CCc4ccccc43)c2)CC1
4	31%[activator]	2	7%	5%	-17%	7%	0%	9%	13%	O=C(CC(Cc1ccccc1)C(=O)O)Nc1ccc(Cl)c(Cl)c1 (stereo unspecified)
5	-8%	-2	-40%	0%	-1%	7%	-6%	-4%	46%[activator]	CCOc1ccc(NC(=O)C2CCCN(S(=O)(=O)c3c(C)n[nH]c3C)C2)cc1 (stereo unspecified)
6	-1%	-7	-2%	-2%	2%	-15%	-4%	4%	32%	CS(=O)(=O)N1CCc2cc(C(=O)Nc3ccccc3)ccc21
7	0%	-3	45%[59 µM]	-6%	14%	25%	-2%	16%	9%	O=C(Nc1nc(COc2ccccc2)cs1)c1ccccc1F
8	1%	6	?	i	-7%	7%	-8%	1%	44%[activator]	C=CCn1nc2ccccc2c1OC
9	0%	-3	-27%[59 µM]	-1%	76%[activator]	-19%	-24%	6%	-12%	O=C(CN1C(=O)COc2ccc(S(=O)(=O)N3CCCCCC3)cc21)Nc1cccc(Cl)c1
10	2%	2	-4%	i	-7%	-10%	-19%	-8%	10%	COc1cc(S(=O)(=O)NC2CCCCC2)c(C)cc1C
11	4%	-4	.	-9%	1%	.	-12%	0%	0%	COc1ccc(Br)cc1/C=C/C(=O)OCC(=O)NCCc1ccc(S(N)(=O)=O)cc1
12	22%	-2	.	5%	6%	-6%	-12%	-8%	31%	Cc1ccc(C(=O)NC(=S)NNC(=O)c2ccccc2)cc1
13	4%	-6	-38%	-7%	?	13%	-17%	9%	-16%	COc1ccc(S(=O)(=O)N2CCC(C(=O)Nc3ccc(S(=O)(=O)N4CCCC4)cc3)CC2)cc1OC
14	35%[activator]	3	?	2%	-1%	-4%	-22%	-10%	15%	COc1ccc(N2CCN(C(=O)Cc3cccs3)CC2)cc1
15	13%	4	0%[59 µM]	8%	-9%	4%	-14%	0%	19%	COc1ccc(CCn2c(N3CCN(Cc4ccccc4)CC3)nc3c2c(=O)[nH]c(=O)n3C)cc1
16	-7%	4	9%[59 µM]	1%	17%	4%	-7%	10%	26%	C#Cc1ccc([C@@H]2C=C(C(=O)NC3CC3)O[C@H](OCCCCO)C2)cc1
17	-5%	-3	-9%	-7%	-5%	-1%	-11%	-1%	30%	O=C1NC2(CCCCCC2)C(=O)N1Cc1ccc(Br)cc1
18	6%	-3	.	10%	14%	.	-24%	0%	18%	C=CCOC(=O)C1=C[C@@H](c2csc3ccccc23)C[C@@H](OCCCCO)O1
19	-9%	-8	2%[59 µM]	i	-7%	-4%	2%	-2%	31%	CCOc1nc(NC2CCCCC2)nc(NC(C)(C)C)n1
20	0%	1	-2%	-5%	-2%	-7%	-2%	-5%	27%	O=C(O)COc1ccc2oc3ccccc3c2c1
21	1%	-2	12%[59 µM]	-1%	19%	-9%	-1%	-10%	45%[activator]	COc1ccc(C(=O)COC(=O)CCN2C(=O)C3C4CC(C(Br)C4Br)C3C2=O)cc1 (stereo unspecified)
22	-3%	1	?	-9%	4%	-7%	-10%	4%	23%	COc1cc(/C=C2\SC(N3CCCCC3)=NC2=O)cc(OC)c1OC
23	-5%	-1	10%	i	6%	-1%	5%	-10%	35%[activator]	O=C(c1cccc(F)c1)N1CCN(C(=O)c2cc3nc(-c4ccco4)cc(C(F)(F)F)n3n2)CC1
24	5%	-3	-25%[59 µM]	8%	9%	?	-7%	-7%	7%	CC(=O)c1ccc(N2CCN(C(=O)C3(S(=O)(=O)c4ccc(Cl)cc4)CC3)CC2)cc1
25	26%	-2	12%[59 µM]	-2%	-3%	6%	-12%	-3%	46%[activator]	CCCCc1c(O)nc(SCC(=O)c2ccccc2)[nH]c1=O
26	18%	5	-12%[59 µM]	8%	1%	-10%	-14%	11%	34%	COc1ccc(-c2nnc(C3CCN(S(=O)(=O)c4ccc(C)c(C)c4)CC3)o2)cc1
27	0%	-3	4%[59 µM]	-3%	1%	17%	-11%	13%	40%[activator]	CC(=O)Nc1cccc(C(=O)OCC(=O)NC2CCCCCCC2)c1
28	6%	-4	7%	-7%	-2%	-1%	-11%	-4%	16%	COc1ccc(-c2noc(N3CCC(C(=O)N(C)c4ccccc4)CC3)n2)cc1
29	.	2	40µM*	-7%	15%	?	-28%	-6%	25%	CCOC(=O)C1CCCN(C(=O)c2sc3nc(-c4ccc(OC)cc4)cn3c2C)C1 (stereo unspecified)
30	4%	-2	?	6%	15%	2%	-34%	3%	43%[activator]	COc1ccc(-c2noc(-c3ccc(NCc4ccccc4OC)c([N+](=O)[O-])c3)n2)cc1
31	1%	0	-6%[59 µM]	7%[11.5 µM]	7%	-3%	-17%	.	16%	O=C(Nc1nccs1)c1cc(S(=O)(=O)N2CCOCC2)c(Cl)cc1Cl
32	6%	2	?	-2%	-2%	?	-5%	1%	16%	O=C(Nc1ccccc1N1CCOCC1)c1ccccc1NS(=O)(=O)c1ccc(F)cc1
33	13%	-1	-11%	-2%	5%	-4%	-19%	5%	?	O=C(CN(Cc1ccccc1Cl)C(=O)c1csnn1)NC1CCCC1
34	13%	1	.	-7%	9%	.	7%	.	12%	N#Cc1ccccc1NC(=O)c1ccccc1OCC(=O)Nc1ccc2c(c1)oc1ccccc12
35	-12%	-8	?	-3%	6%	-39%	?	4%	6%	CCOC(=O)C1CCCN(c2c(C(=O)c3ccc(OCC)cc3)cnc3ccccc23)C1 (stereo unspecified)
36	-11%	3	15%	-8%	6%	12%	31%	-7%	89%[activator]	COc1ccccc1CN(C)S(=O)(=O)c1cccs1
37	-4%	-6	10%[59 µM]	-12%	-1%	10%	1%	-4%	44%[activator]	CCOc1ccc(NC(=O)C2CCCN(c3ccc(Sc4ccc(C)cc4)nn3)C2)cc1 (stereo unspecified)
38	-13%	-3	?	0%	6%	-16%	-25%	-2%	25%	CCCCC1CCC(C(=O)N2CC(=O)Nc3ccc(Br)cc3C2c2ccc(F)cc2)CC1 (stereo unspecified)
39	3%	0	-10%	-5%	3%	?	-20%	-15%	18%	Cc1cccc(Cn2c(N(C)Cc3ccccc3)nc3c2c(=O)[nH]c(=O)n3C)c1
40	-16%	-11	2µM*	?	-5%	1.1µM*	3.2µM*	2%	?	Cc1ccc(N=Nc2ccc3ccccc3c2O)cc1
41	8%	-3	?	-5%	22%	23%	?	-15%	17%	Cc1sc(-c2ccccn2)nc1OC(=O)c1cccc(Cl)c1Cl
42	-7%	0	26%[12.7 µM]	-10%	-1%	5%	6%	-8%	42%[activator]	CCCn1nc(C(=O)NC2CC2)c2ccccc2c1=O

7 entries already listed, sorted by SMILES length, low to high:
cpd	GLS inh	PI4K2A inh	G9a block	PGK inhibitor	Pin1 inh	BAZ2B inh	JMJD2A Tudor	ERG-DNA inh	HP1b binding inh	mol
40	-16%	-11	2µM*	?	-5%	1.1µM*	3.2µM*	2%	?	Cc1ccc(N=Nc2ccc3ccccc3c2O)cc1
41	8%	-3	?	-5%	22%	23%	?	-15%	17%	Cc1sc(-c2ccccn2)nc1OC(=O)c1cccc(Cl)c1Cl
33	13%	-1	-11%	-2%	5%	-4%	-19%	5%	?	O=C(CN(Cc1ccccc1Cl)C(=O)c1csnn1)NC1CCCC1
31	1%	0	-6%[59 µM]	7%[11.5 µM]	7%	-3%	-17%	.	16%	O=C(Nc1nccs1)c1cc(S(=O)(=O)N2CCOCC2)c(Cl)cc1Cl
32	6%	2	?	-2%	-2%	?	-5%	1%	16%	O=C(Nc1ccccc1N1CCOCC1)c1ccccc1NS(=O)(=O)c1ccc(F)cc1
39	3%	0	-10%	-5%	3%	?	-20%	-15%	18%	Cc1cccc(Cn2c(N(C)Cc3ccccc3)nc3c2c(=O)[nH]c(=O)n3C)c1
38	-13%	-3	?	0%	6%	-16%	-25%	-2%	25%	CCCCC1CCC(C(=O)N2CC(=O)Nc3ccc(Br)cc3C2c2ccc(F)cc2)CC1 (stereo unspecified)

Screens: PubChem, National Center for Advancing Translational Sciences (NCATS)
